Bioassay records from PubChem BioAssay.
hIAP inh: human IAP inhibition; P09923; purified IAP, CDP-Star luminescence, 30 min; inhibition, % at 10 µM; actives 0.12% (n = 330,000); AID 2544;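 active means inhibition reaching a set limit with compound at 10 µM in the primary screen, cut at about 35% in these data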;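 further: plate controls were DMSO wells with enzyme for no effect and no-enzyme buffer wells for full effect; values of inactives mirror those of a sister screen read the other way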
Target sequence (P09923 whole entry, looked up): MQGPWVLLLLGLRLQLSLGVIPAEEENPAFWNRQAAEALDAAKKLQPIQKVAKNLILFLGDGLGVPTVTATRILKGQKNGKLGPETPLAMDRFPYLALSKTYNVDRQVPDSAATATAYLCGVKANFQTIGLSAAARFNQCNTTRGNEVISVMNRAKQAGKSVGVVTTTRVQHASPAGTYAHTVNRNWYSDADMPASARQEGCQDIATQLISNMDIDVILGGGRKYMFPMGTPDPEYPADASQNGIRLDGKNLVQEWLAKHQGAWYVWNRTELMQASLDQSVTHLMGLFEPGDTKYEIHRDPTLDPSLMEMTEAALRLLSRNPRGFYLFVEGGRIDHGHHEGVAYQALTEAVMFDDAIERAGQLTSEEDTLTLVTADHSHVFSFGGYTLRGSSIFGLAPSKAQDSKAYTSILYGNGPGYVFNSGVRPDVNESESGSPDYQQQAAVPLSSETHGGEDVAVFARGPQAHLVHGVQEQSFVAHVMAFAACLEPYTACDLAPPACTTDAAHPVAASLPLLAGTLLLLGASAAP
mIAP act: mouse IAP activation; muIAP, CDP-Star luminescence, 30 min; hits give high values; 1 = vehicle-only enzyme signal, 0 = enzyme-free wells; activation factor at 10 µM; actives 0.24% (n = 330,000);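 active means activation factor of at least 2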; further: the source names both 10 and 20 µM as test concentration; values of inactives mirror those of a sister screen read the other way
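Assay system: mouse IAP enzyme; Reagent: CDP-Star chemiluminescent phosphatase substrate; Compound: DMSO-dissolved test compounds; Incubation: 30 min, room temperature; Technique: luminescence from enzymatic CDP-Star hydrolysis; Controls: DMSO-only wells and no-enzyme negative control.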
APOBEC3G inh: blocks human APOBEC3G single-stranded DNA deamination; actives 0.28% (n = 330,000); Q9HC16; inhibition, % at 20 µM; AID 493012; recombinant A3G, ssDNA deamination FAM/TAMRA fluorescence;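 active means inhibition of at least 40% at 20 µM, with no more than 30% in the related APOBEC3A deaminase screen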;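 further: plate controls were DMSO wells with A3G for no effect and wells lacking A3G enzyme for full effect; some compounds called inactive have numbers as strong as hits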
MIN6 prolif: MIN6 beta-cell proliferation induction | MIN6 cells proliferation, ATPlite luminescence, 48 h; cells starved in 0.2% serum; 100% = growth in 10% serum | proliferation, % at 10 µM | actives 0.29% (n = 330,000);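 active means compounds whose signal lies at least 3.5 SD above the mean of all wells on their plate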;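 further: 0% = DMSO-treated cells in low-serum medium and 100% = 10% serum control; some compounds called inactive have numbers as strong as hits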
A3A deaminase: blocks human APOBEC3A ssDNA deamination; recombinant A3A, FAM/TAMRA ssDNA deamination fluorescence; inhibition, % at 20 µM; actives 0.41% (n = 330,000); AID 493011;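 active means at least 40% inhibition at 20 µM here, with at most 30% in a related deaminase screen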;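 further: plate controls were A3A with DMSO for no effect and wells lacking A3A enzyme for full effect; some results filed as inactive read as strong as hits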
Target sequence (P31941 whole entry, looked up): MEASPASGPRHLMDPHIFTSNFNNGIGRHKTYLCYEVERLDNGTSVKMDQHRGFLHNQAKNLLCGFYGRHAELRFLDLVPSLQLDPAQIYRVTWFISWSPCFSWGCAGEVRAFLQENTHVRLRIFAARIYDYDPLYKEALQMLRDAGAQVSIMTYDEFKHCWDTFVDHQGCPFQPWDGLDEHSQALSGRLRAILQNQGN
NLRP3 yeast inh: NALP3 inhibition in yeast. Yeast reconstituted NLRP3/ASC/caspase-1, beta-gal luminescence, 24 h. AID 2825. actives 0.39% (n = 330,000). inhibition, % at 10 µM;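 active means inhibition of 50% or more; inactive means inhibition below 50%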;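 further: plate controls were induced DMSO wells for no effect and uninduced yeast grown without galactose for full effect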
hIAP activ: human IAP activation; P09923; purified human IAP, CDP-Star luminescence, 30 min; hits give high values; 1 = vehicle-only enzyme, 0 = enzyme-free background; activation factor at 10 µM; actives 0.16% (n = 330,000);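 active means activation factor of the enzyme at least 2-fold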; further: the source names both 10 and 20 µM as test concentration; values of inactives mirror those of a sister screen read the other way
SENP1 FRET inh: SENP1 (human) catalytic domain inhibition; Q9P0U3; actives 0.21% (n = 360,000); recombinant SENP1 catalytic domain, CyPet-SUMO1-YPet FRET cleavage; inhibition, % at 10 µM;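 active means inhibition at least 30% at 10 µM, raw YFP signal under a set limit, fluorescence ratio 0.5 to 1.5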;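 further: 0% = enzyme with DMSO and 100% = no enzyme wells; some results filed as inactive read as strong as hits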
Target sequence (Q9P0U3 419-644 limits assumed): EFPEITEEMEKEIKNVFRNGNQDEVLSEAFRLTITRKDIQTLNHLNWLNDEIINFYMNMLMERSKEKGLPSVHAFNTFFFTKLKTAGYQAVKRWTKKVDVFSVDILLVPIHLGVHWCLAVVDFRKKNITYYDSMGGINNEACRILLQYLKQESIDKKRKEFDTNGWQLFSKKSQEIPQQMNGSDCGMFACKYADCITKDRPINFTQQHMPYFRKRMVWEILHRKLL
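Test system: recombinant human SENP1 catalytic domain, His6-tagged / Medium: pH 8 Tris buffer with EDTA, NaCl, BME, BSA, NP40, catalase / Also added: SUMO1 FRET substrate flanked by Cypet and Ypet, 25 nM / Times: 50 min reaction at room temperature / Signal: FRET, CFP and YFP emission / Control set: no-enzyme low control and enzyme-plus-DMSO high control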
mIAP inh: blocks mouse intestinal alkaline phosphatase. purified mouse IAP, CDP-Star luminescence, 30 min. inhibition, % at 10 µM. actives 0.2% (n = 330,000);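 active means inhibition of at least 40% at 10 µM in the primary screen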;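 further: plate controls were DMSO with enzyme for no effect and no enzyme wells for full effect; values of inactives mirror those of a sister screen read the other way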
The depositor's hits bear a star; . = not tested or not shown. Not all compounds are listed; the hit share may differ from the screen's.

SMILES	hIAP inh	mIAP act	APOBEC3G inh	MIN6 prolif	A3A deaminase	NLRP3 yeast inh	hIAP activ	SENP1 FRET inh	mIAP inh
COc1ccc2nc(/C=N/NC(=O)[C@H](C)NC(=O)OC(C)(C)C)ccc2c1	-22	1.1	-2	-1	-1	-3	1.2	.	-6
CC(C)Oc1ccccc1OCCCOc1cccc2cccnc12	2	0.99	-3	0	1	18	0.98	1	1
Clc1cccc(Cl)c1CNCCCSc1ncccn1	-3	1.1	-1	-1	-7	9	1	-2	-6
COCCNC(=O)CCn1nc(-c2ccc(C)cc2)c2ccccc2c1=O	-4	1.1	2	-4	3	25	1	0	-13
O=C(Cc1ccc(Br)cc1)Nc1nc2ccccc2[nH]1	-56	0.97	-4	-4	-8	1	1.6	2	3
O/N=C/c1cc(Br)ccc1OCc1ccccc1F	-14	0.99	-1	0	0	-30	1.1	1	1
CC(C(=O)NCc1ccccn1)N1C(=O)c2ccccc2C1=O (configuration not stated)	16	0.94	-7	-1	-2	-14	0.84	0	6
O=C(Cc1c(F)c(F)c(F)c(F)c1F)OC12CC3CC(C1)C(=O)C(C3)C2	24	0.95	6	0	1	10	0.76	2	5
CCN(CC(=O)NCc1cccs1)C(=O)CCOc1ccccc1	2	1.1	-6	-3	4	11	0.98	-4	-6
CCOC(=O)/C(C#N)=C/C1=C(N2CCCC2)CC(C)(C)OC1	-1	1	-3	-1	-2	18	1	-42	0
CCN(c1ccccc1)S(=O)(=O)c1ccc(C(=O)Nc2nnc(COC)o2)cc1	3	0.87	-8	-1	-6	12	0.97	2	13
COc1ccc(-c2nnc(SCC(=O)Nc3sc4c(c3C#N)CCCC4)n2-c2ccccc2)cc1	1	0.88	1	-5	2	8	0.99	3	12
CC(=O)Nc1ccc(N(C(=O)Cn2nnc3ccccc32)C(C(=O)NC2CCCC2)c2ccc(O)c(O)c2)cc1 (configuration not stated)	-33	1	-10	-2	-2	6	1.3	-90	-3
Cc1ccccc1-n1c(-c2ccc(=O)[nH]n2)n[nH]c1=S	-1	0.94	26	1	0	19	1	0	6
COc1ccc(C(C(=O)NCc2ccc(F)cc2)N(Cc2cccnc2)C(=O)c2snc(C(N)=O)c2N)cc1 (configuration not stated)	-8	1	-5	-6	-1	11	1.1	-8	-4
Cc1ccc(OCC(=O)NCCCNC(=O)c2ccco2)cc1C	16	0.94	-14	-2	-4	4	0.84	-2	6
CCCn1c(C(O)c2ccc(OC)cc2)nc2ccccc21 (configuration not stated)	-16	1	-6	0	-1	12	1.2	1	-1
CCC1CN(C(=O)NCc2ccccc2)c2cc(Cl)ccc2O1 (configuration not stated)	-2	1	-4	5	-3	11	1	3	-2
COc1ccc(C(=O)NNC(=O)CN2CCC(n3nnc4cc(F)ccc43)CC2)cc1	-80	1	-4	0	0	9	1.8	-2	-4
Cc1c(C=O)c(=O)n(-c2ccccc2)n1-c1ccccc1	-2	0.98	-9	0	2	5	1	-1	2
Cc1ccc(NC2OC(CO)C(O)C2O)cc1[N+](=O)[O-] (configuration not stated)	8	0.94	-6	0	-2	1	0.93	0	6
CCOC(=O)c1ccccc1OCc1cc(/C=N/n2cnnc2)ccc1OC	-1	0.97	-5	1	1	5	1	1	3
CCC1CCCCN1C(=O)CN1C(=O)c2ccccc2S1(=O)=O (configuration not stated)	8	0.98	-2	2	-2	1	0.92	2	2
O=C(Nc1cccc(F)c1)c1cc(S(=O)(=O)N2CCOCC2)cs1	7	0.85	-5	2	-1	17	0.93	3	15
COc1ccc(S(=O)(=O)c2c(N)n(Cc3ccco3)c3nc4ccccc4nc23)cc1	-3	0.94	60	3	59	-4	1	-23	6
NCCCn1c(C(=O)c2cc(Cl)c(N)c(Cl)c2)c2ccc(C(F)(F)F)cc2[n+]1[O-]	2	0.93	-6	-6	-1	33	0.98	-1	7
O=C(NCc1ccccn1)Nc1ccccc1	8	1.1	-7	0	-6	20	0.92	2	-9
CN(Cc1ccccc1)c1nc(N)c([N+](=O)[O-])c(Nc2cccc(F)c2)n1	-84	0.85	-9	-5	-2	20	1.8	2	15
Cc1sc2nc(CN(Cc3ccccc3)C(=O)NC3CCCCC3)[nH]c(=O)c2c1C	-18	1.1	-4	-3	-7	-8	1.2	1	-6
O=S(=O)(c1cccc(Br)c1)N1CCN(C(=S)NCC2CCCO2)CC1 (configuration not stated)	-15	1	-9	2	-5	3	1.2	2	-3
Cc1cccc(NC(=O)COC(=O)CNC(=O)C2CCCCC2)c1	1	0.98	-2	2	-1	-4	0.99	1	2
Cc1cc(OCCN2CCOCC2)ccc1C(C)C	1	1	3	-4	0	16	0.99	5	-5
Cc1ccc(N(CC(=O)N/N=C/c2cc(C)n(-c3ccccc3)c2C)S(C)(=O)=O)c(C)c1	-11	1.3	2	-2	-1	17	1.1	-11	-33
O=C(NC(=S)NC1CCSC1=O)c1ccc([N+](=O)[O-])cc1 (configuration not stated)	-4	0.8	5	1	-7	13	1	1	20
CCSC(=N)N	0	1	-10	-2	-3	14	1	3	-1
CCN(CCCNC(=O)COc1cc(=O)n(C)c2ccccc12)c1ccccc1	11	0.97	-9	2	-2	9	0.89	1	3
N#C/C(=N/Nc1ccc(OC(F)(F)F)cc1)C(N)=S	29	0.79	14	-4	2	86*	0.71	-1	21
COc1ccc(CC(=O)O/N=C(\N)c2ccccn2)cc1	12	1	-7	-1	-3	15	0.88	5	-3
CCN1CCN(c2ncc(C(=O)Nc3c(F)cc(F)cc3Br)c3ccccc23)CC1	15	0.91	1	-3	-1	15	0.85	1	9
Cc1cccc(Oc2ccc(S(=O)(=O)N3CCCCC3)cc2NC(=O)C2=COCCO2)c1	-5	1.1	-5	-7	-4	6	1	-3	-13

In another format: 2 of the compounds above
Results follow in this order: hIAP inh | mIAP act | APOBEC3G inh | MIN6 prolif | A3A deaminase | NLRP3 yeast inh | hIAP activ | SENP1 FRET inh | mIAP inh
O=C(NC(=S)NC1CCSC1=O)c1ccc([N+](=O)[O-])cc1 (configuration not stated)
 : -4 | 0.8 | 5 | 1 | -7 | 13 | 1 | 1 | 20
CCSC(=N)N
 : 0 | 1 | -10 | -2 | -3 | 14 | 1 | 3 | -1

Additional structures:
SMILES	hIAP inh	mIAP act	APOBEC3G inh	MIN6 prolif	A3A deaminase	NLRP3 yeast inh	hIAP activ	SENP1 FRET inh	mIAP inh
CCN(C(=O)CSc1nnnn1-c1ccccc1)C1CCS(=O)(=O)C1 (configuration not stated)	3	1	-4	-4	-4	-2	0.97	0	-3
N/C(=N\OC(=O)CC1CCCCC1)c1cccnc1	-3	1	3	-3	-1	18	1	4	-5
CC(=O)Nc1cccc(NS(=O)(=O)c2ccccc2[N+](=O)[O-])c1	5	0.94	-4	-2	-2	-1	0.95	-1	6
C/C(CC(=O)Nc1ccc(F)cc1)=N\NC(=O)Cc1csc(N)n1	-23	1	-1	-1	-2	8	1.2	0	-1
CCOc1ccc(N2CC(C(=O)NCCc3c[nH]c4ccc(C)cc34)CC2=O)cc1 (configuration not stated)	0	1	-6	-1	-2	0	1	-6	0
O=C(CCS(=O)(=O)c1ccc(Br)cc1)Nc1ccc(Cl)cc1F	4	0.97	-3	2	4	8	0.96	0	3
CCCCCC(=O)NC(=S)NNC(=O)CC	-88	1	5	-2	0	13	1.9	0	-1
CCC1(CC)NC(=O)N(CC(=O)Nc2sc3c(c2C(N)=O)CCC3)C1=O	3	0.9	21	-2	17	2	0.97	-23	10
N#Cc1c(N)n(Cc2ccccc2)c(=O)c2cc([N+](=O)[O-])ccc12	11	0.87	-7	-4	0	10	0.89	-27	13
N#Cc1ccccc1OCC(=O)NNC(=O)CNC(=O)c1ccc(Br)o1	-12	0.84	-2	-2	0	15	1.1	2	16
COCCn1c(CN(C)Cc2ccccc2)nc2c1c(=O)n(C)c(=O)n2C	3	1	5	-1	-1	17	0.97	-1	-2
CC(C)(C)C1CCC2(CC1)CC(=O)c1ccccc1O2 (configuration not stated)	2	0.98	-7	9	1	5	0.97	1	2
CN(CCCN1c2ccccc2CCc2ccccc21)CC(=O)c1ccc(Cl)cc1	-2	0.88	-1	-8	1	47	1	.	12
O=C1c2nc3cc(-c4ccco4)[nH]n3c(=O)c2CN1Cc1ccccc1	19	0.6	72	1	85	13	0.81	-10	40
Nc1c2c3c(sc2nc(=O)n1N)CCCC3	-20	0.99	2	2	1	6	1.2	1	1
COC(=O)c1cc(C(C)=O)c(C)[nH]c1=O	-13	1	-12	-2	-3	4	1.1	2	-5
O=C(NN=C(Cc1ccccc1)Cc1ccccc1)c1ccncc1	-30	0.9	-3	-1	-4	3	1.3	1	10
CC(C)(C)SCCNC(=O)CN(c1ccc(F)cc1)S(=O)(=O)c1ccccc1	-2	1.1	2	-1	0	-3	1	0	-11
CCN(CC)c1ccc(N2C(=O)C3CCCCC3C2=O)cc1[N+](=O)[O-] (configuration not stated)	3	1.1	-11	-2	-4	17	0.97	2	-10
CC(=O)Nc1ccc(NCc2cccs2)cc1	-8	1.1	4	-2	-12	10	1.1	3	-12
COc1ccccc1N1CCN(C2CCCN(C(=O)c3csc(C)n3)C2)CC1 (configuration not stated)	2	1	-9	-2	-6	1	0.98	2	-3
Cc1ccc(C)c(S(=O)(=O)Nc2ccc(C(=O)N3CCCCC3)cc2)c1	-16	0.96	-6	1	-4	0	1.2	1	4
COc1cc2cc(CCCOC(=O)c3ccc4c(c3)OCO4)oc(=O)c2cc1OC	5	1	-2	-3	0	9	0.95	2	-2
Cc1cc(C)nc(NC(=O)Nc2ccccc2C(F)(F)F)n1	10	1.1	-6	-2	0	55*	0.9	2	-6
CC1CCC(NC(=O)c2cccc(S(=O)(=O)N3CCN(c4ccccc4)CC3)c2)CC1 (configuration not stated)	6	0.97	-2	-2	4	15	0.94	0	3
O=C(NCCCn1ccnc1)c1ccncc1	11	0.99	-7	-2	-8	3	0.89	-1	1
CCc1nnc(NS(=O)(=O)c2ccc(NC(=O)c3cc(Cl)ccc3[N+](=O)[O-])cc2)s1	-1	0.97	-9	-1	-5	12	1	2	2
O=C(NC(=S)Nc1ccccc1N1CCCCC1)c1ccc(-c2cccc([N+](=O)[O-])c2)o1	4	0.9	1	-4	1	2	0.96	5	10
CC(=O)Nc1ccc(S(=O)(=O)c2c(N)n(CCN3CCOCC3)c3nc4ccccc4nc23)cc1	10	1	-7	-2	-1	6	0.9	-84	-1
COc1ccc(CCc2nnc(CCC(=O)NCc3cc(C(C)C)no3)o2)cc1	-9	1	-3	-2	-3	17	1.1	3	-3
CCOC(=O)CC1C(=O)NCCN1S(=O)(=O)c1cccc(C(F)(F)F)c1 (configuration not stated)	-38	1.2	-7	-3	-5	9	1.4	-1	-16
CCOC(=O)c1cc2sccc2n1CC(=O)OC(C)C	3	0.99	-5	-3	0	17	0.97	0	0
COc1ccc(OC)c(Nc2nnc(C)c(=O)[nH]2)c1	-2	1.1	-6	-1	-1	-5	1	.	-10
CC(C)(C)NC(=O)C(OC(=O)c1cccs1)c1ccc(C#N)cc1 (configuration not stated)	-4	1	-17	-1	1	-7	1	4	-3
